# From PubChem BioAssay
# AID2073 – inhibitors of Mint1-CaV2.2 protein interaction, biochemical, HTRF (AID 2073) | HTRF protein-protein interaction, Mint1-CaV2.2; higher % means a stronger effect | inhibition, % at 20 µM, or IC50 in µM where a hit was titrated | 0.19% of 290,000 active; in the data active = inhibition mostly above about 51%, no sharp cut-off; inconclusive = no clear call, values can overlap the other calls; inactive = mostly below about 53%; note: some results filed as inactive read as strong as hits
# KOR beta-arrestin-1 – KOR agonists, beta-arrestin recruitment, primary screen, cell-based, luminescence, uHTS (AID 1777); one-dose activation, % at 10 µM; EC50 in µM for titrated hits; KOR beta-arrestin recruitment, luminescence; higher % means a stronger effect; 0.02% of 280,000 active; in the data active = activation above about 50%, passing the limit was not always enough; note: a part of the inactive calls stands beside numbers as strong as those of hits
# P. falciparum M1AAP – P. falciparum M1AAP inhibitors, biochemical, fluorogenic H-Leu-NHMec substrate, 1536-well (AID 1445). 0.42% of 220,000 active. recombinant M1AAP, H-Leu-NHMec fluorogenic kinetic assay; higher % means a stronger effect. inhibition, % at 30 µM, or IC50 in µM where a hit was titrated;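 active = primary inhibition above the hit cutoff, then over 50% inhibition at one or more dose response concentrations, cut at about 23% in these data, passing the limit was not always enough; inconclusive = conflicting primary data, or primary hits not chosen for dose response; inactive = low primary inhibition, or under 50% at every dose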;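 note: plate controls were DMSO full reaction for no effect and no enzyme background for full effect; strong numbers were not always called active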
# P. falciparum M17LAP – P. falciparum M17LAP inhibitors, primary screen, biochemical, fluorogenic H-Leu-NHMec substrate, 1536-well (AID 1619) | inhibition, % at 30 µM; hits with a dose series show IC50 in µM | recombinant M17LAP, H-Leu-NHMec fluorogenic kinetic assay; higher % means a stronger effect | 0.38% of 220,000 active;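 active = compound inhibiting the enzyme by more than half at any dose during confirmatory dose-response retesting; inconclusive = strong single-dose inhibitors picked by rank but not retested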;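 note: plate controls were full reaction with DMSO carrier for no effect and no enzyme background for full effect; strong numbers were not always called active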
# Dynein transport – blocks dynein driven cargo transport along microtubules. 3617.4 mouse cells, GR-EGFP nuclear translocation imaging; test concentration mostly 20 µM; stimulated with dexamethasone, 1 µM; active compounds read low. z-score, hits read low. 0.47% of 220,000 active;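 active = plate z-score of nuclear minus cytoplasmic receptor signal below a set negative limit, without overly bright fluorescence or cell loss, cut at about -3.5 in these data, passing the limit was not always enough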;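 note: z-score of nuclear minus cytoplasmic ring GR-EGFP intensity difference per well; some compounds called inactive have numbers as strong as hits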
#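 Schedule: 48 h induction, then 1 h compound, then 30 min agonist, 37 °C. Buffer or medium: tetracycline-free induction medium containing charcoal-stripped FBS. Reagent: 1.0 µM final dexamethasone stimulus. Evaluation: nuclear versus cytoplasmic GR-EGFP signal, averaged per well. Signal: high-content fluorescence imaging after fixation.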
# NOD1 NF-kB reporter – inhibition of NOD1-driven NF-kB reporter – cell-based, luminescence, uHTS, primary screen (AID 1578). NOD1-driven NF-kB luciferase reporter cells, luminescence; higher % means a stronger effect. 1% of 290,000 active. inhibition, % at 4 µM; hits with a dose series show EC50 in µM; in the data active = inhibition mostly above about 36%, no sharp cut-off; inactive = mostly below about 34%;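 note: HEK-293T reporter cells stimulated with the NOD1 agonist gamma-tri-DAP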
# KOR beta-arrestin-2 – KOR antagonists, beta-arrestin recruitment, cell-based, luminescence, uHTS (AID 1778); KOR beta-arrestin recruitment, luminescence, antagonist mode; higher % means a stronger effect; inhibition, % at 10 µM; hits with a dose series show IC50 in µM; 0.091% of 290,000 active; note: strong numbers were not always called active
# NOD2 inhibition – inhibition of NOD2-driven NF-kB reporter – cell-based, luminescence, uHTS, HEK293 (AID 1566); 0.63% of 290,000 active; HEK293 NOD2/NF-kB luciferase reporter, luminescence; higher % means a stronger effect; inhibition, % at 4 µM; hits with a dose series show EC50 in µM; note: many of its hits are not listed in these tables
# GPR55 beta-arrestin – selective activators of receptor GPR55 – imaging, U2OS cells, beta-arrestin-GFP redistribution, primary screen (AID 1961). U2OS GPR55 beta-arrestin-GFP redistribution imaging; higher % means a stronger effect. activation, % at 10 µM, or EC50 in µM where a hit was titrated. 0.048% of 290,000 active;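 active = activation above 40% with more than 50 cells counted in the well; inconclusive = wells holding fewer than 50 cells, flagged as toxic or sparse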;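 note: U2OS osteosarcoma cells stably expressing GPR55 and beta-arrestin-GFP; plate controls were DMSO negative control for no effect and LPI positive control for full effect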
# Dynein transport cytoplasmic EGFP – further read-out of Dynein transport, marked with its call; z-score; measured here: cytoplasmic GR-EGFP intensity; active compounds read high
# Dynein transport nuclear GR-EGFP – recorded beside Dynein transport, whose call it bears; z-score; measured here: nuclear GR-EGFP intensity;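 lower value marks the stronger effect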
# Dynein transport cell count – second read-out of Dynein transport, no call of its own (marks repeat the call); z-score; measured here: cell count per field
# The depositor's hits bear a star; ? = inconclusive; . = no result given; [ ] = dose if it differs, or a comment. Cut-off read from the data, not from the text of the source, unless noted: active = inhibition above about 50%; inactive = the rest.
SMILES,AID2073,KOR beta-arrestin-1,P. falciparum M1AAP,P. falciparum M17LAP,Dynein transport,Dynein transport cytoplasmic EGFP,Dynein transport nuclear GR-EGFP,Dynein transport cell count,NOD1 NF-kB reporter,KOR beta-arrestin-2,NOD2 inhibition,GPR55 beta-arrestin
CCN(CC)S(=O)(=O)c1ccc(N2CCOCC2)c(NC(=O)CC(C)(C)C)c1,1.4%,1.9%,-2.8%,6.1%,0.866,0.371,0.587,-0.948,1.0%,.,2.5%,-0.1%
Clc1ccc(/C=N\Nc2ccccc2)cc1,-0.1%,2.1%,4.3%,10.3%,0.536,-0.0824,0.749,-2.11,-4.4%,6.8%,-35.8%,0.3%
CCCCn1c(=N)n(CC(=O)c2ccc(OC)cc2)c2ccccc21,5.8%,21.5%,3.4%,-3.1%,0.316,0.12,0.278,-0.113,-7.9%,12.9%,-0.9%,-0.3%
O=S(=O)(c1ccc2ccccc2c1)N1CCN(C(=S)Nc2ccccc2F)CC1,5.6%,2.1%,3.3%,-4.2%,-1.25,-0.202,-0.551,0.542,5.2%,16.0%,-1.2%,0.5%
COc1cc2c(cc1OC)C1(Nc3c-2c(Cc2ccccc2)nn3-c2ccccc2)C(=O)Nc2ccccc21 (stereo not drawn),8.3%,-6.8%,8.0%,1.9%,0.292,0.439,0.228,0.416,30.4%,-34.0%,-2.4%,-0.2%
COc1cc(C(C)=O)ccc1OCC(O)Cn1nc(C)c(Br)c1C (stereo not drawn),6.3%,-4.9%,.,.,.,.,.,.,26.8%,3.1%[20 µM],-13.2%,-0.1%
BrC(=C\c1ccccc1)/C=N/Nc1nc2ccccc2[nH]1,4.9%,2.0%,0.2%,-12.2%,-0.546,-0.278,-0.506,0.841,-52.0%,-2.0%,-39.0%,-0.2%
Cc1ccc(N2CC(C(=O)NCc3ccc(C)n3C)CC2=O)cc1 (stereo not drawn),10.9%,0.6%,1.5%,17.4%,0.643,-0.213,0.365,0.581,12.5%,-34.2%,7.3%,0.6%
Cc1ccccc1C(=O)Nc1nnc(S(=O)(=O)N(C)Cc2ccco2)s1,32.4%,1.7%,.,.,.,.,.,.,-15.6%,10.2%,6.4%,-0.2%
CC1Oc2ccccc2C=C1/C=N/NC(=O)c1ccncc1 (stereo not drawn),-3.8%,0.4%,9.0%,15.8%,0.36,-0.216,0.192,-0.571,0.0%,22.3%,12.3%,1.3%
C=CCNc1oc(-c2ccc(OCC)cc2)nc1C#N,-2.1%,-3.2%,2.5%,-6.2%,-0.469,-0.219,-0.363,-0.229,-20.3%,24.0%,-6.1%,-0.3%
CCc1ccc(CNC(=O)Cn2nc(-c3ccccc3)ccc2=O)cc1,7.7%,-6.2%,11.7%,-5.4%,2.34,-0.172,1.28,-0.911,-14.4%,-2.4%,5.2%,0.1%
Cc1c(Cl)cccc1NC(=O)Cn1nc(C)n2cccc2c1=O,10.9%,-3.0%,.,.,.,.,.,.,-5.8%,-44.8%,19.3%,-0.3%
O=C(NCc1ccccc1Cl)c1ccc2c(=O)n(CC3CCCO3)c(=S)[nH]c2c1 (stereo not drawn),-15.5%,0.8%,.,.,.,.,.,.,-11.0%,-30.1%,24.7%,0.0%
COc1ccc(Cl)cc1Nc1nc(N2CCCC2)nc(N2CCCC2)n1,-3.2%,-6.2%,.,.,.,.,.,.,-2.5%,-11.7%,3.7%,-0.2%
CCOC(=O)c1ccccc1NC(=O)Cn1cnc2c(cnn2-c2ccc(F)cc2)c1=O,35.1%,-4.1%,6.2%,-3.3%,3.32,0.176,2.22,-1.29,-31.7%,-81.4%,11.4%,1.3%
Cc1cc(NC(=O)c2cc([N+](=O)[O-])cc([N+](=O)[O-])c2C)no1,14.3%,.,8.3%,-2.2%,0.318,-0.302,0.0982,-0.186,36.6%,-20.6%[20 µM],3.3%,0.5%
CC(C)(C)c1ccc(OCC(=O)NCCN2CCOCC2)cc1,?,2.4%,.,.,.,.,.,.,-8.6%,-6.7%,-19.9%,0.5%
CCCS(=O)(=O)Nc1cccc(-c2nc3cccnc3s2)c1,21.2%,5.4%,0.8%,4.7%,-1.2,-0.263,-0.628,2.56,0.1%,32.6%,-3.0%,-0.3%
O=C(NC(=O)c1ccc(F)cc1)Nc1nc(-c2cccs2)cc(C(F)(F)F)n1,6.7%,-0.2%,-0.4%,-8.8%,-0.00645,0.87,1.06,-0.323,-14.9%,-47.5%,-5.0%,0.8%
COCCNC(=O)CN(C(=O)c1ccc(N2CCCC2)nc1)c1ccccc1,15.9%,0.3%,-2.3%,16.8%,1.05,-0.147,0.711,-1.07,-40.2%,-30.4%,-8.0%,-0.3%
CN1CCN(C(=O)/C(=C/c2cn(S(=O)(=O)N(C)C)c3ccccc23)NC(=O)c2ccccc2)CC1,7.4%,-2.0%,.,.,.,.,.,.,-26.6%,-35.8%,11.6%,-0.2%
O=C(c1ccc2c(=O)n(C3CCCC3)c(=S)[nH]c2c1)N1CCCCCC1,-29.9%,0.5%,9.0%,-1.4%,-0.904,-0.24,-0.479,0.527,37.8%,-29.9%,25.4%,0.1%
CN(C)c1ccc(/C=C/c2nc3ccccc3c(=O)n2CCO)cc1,21.2%,-2.0%,.,.,.,.,.,.,-16.9%,15.2%,-40.3%,-0.3%
Nc1ncnc(NC2CCS(=O)(=O)C2)c1[N+](=O)[O-] (stereo not drawn),14.9%,2.9%,4.5%,3.4%,-1.14,-0.286,-0.39,1.03,11.8%,24.4%,18.6%,-0.3%

# Further entries follow.
SMILES,AID2073,KOR beta-arrestin-1,P. falciparum M1AAP,P. falciparum M17LAP,Dynein transport,Dynein transport cytoplasmic EGFP,Dynein transport nuclear GR-EGFP,Dynein transport cell count,NOD1 NF-kB reporter,KOR beta-arrestin-2,NOD2 inhibition,GPR55 beta-arrestin
O=C(CN1C(=O)C2C3CCC(C3)C2C1=O)OCC(=O)c1ccccc1 (stereo not drawn),7.1%,-1.3%,.,.,.,.,.,.,-26.9%,14.0%,4.9%,0.0%
COc1ccc(CCCC(=O)NC2CCCCC2)cc1,-7.3%,10.7%,19.7%,-4.1%,-0.934,-0.192,-0.159,-0.0985,13.6%,-20.2%,10.0%,-0.1%
CCOC(=O)c1c(C)n(C)c2ccc(O)c(CN(CC)CC)c12,-4.5%,.,4.9%,15.2%,-0.754,0.123,-0.52,0.516,-1.2%,14.7%,-5.1%,-0.1%
CCN1CCN(C(=O)c2c(-c3ccccc3)noc2C)CC1,-2.4%,0.6%,.,.,.,.,.,.,-11.3%,4.2%,-4.1%,-0.1%
C=CCNc1nc(S(=O)Cc2ccc(C)cc2)nc2c1CCCC2 (stereo not drawn),6.0%,-4.6%,-3.3%,-8.0%,0.13,-0.232,0.235,-0.339,-18.1%,-3.5%,17.1%,0.1%
Cc1nn(Cc2ccccc2)c(Cl)c1C(=O)NCc1ccco1,-2.0%,-1.7%,5.5%,-0.6%,-0.165,-0.306,0.186,-0.999,-31.4%,-20.5%,18.6%,0.7%
CSCCC(NC(=O)c1ccc(Cl)cc1)C(=O)OCC(=O)Nc1ccc(C#N)cc1 (stereo not drawn),0.7%,-4.7%,1.0%,-1.6%,-1.53,-0.332,-1.17,4.6,-4.6%,19.9%,15.2%,-0.6%
CC(=O)Nc1ccc(OCC(O)CN2CCN(S(=O)(=O)c3ccc(NC(C)=O)cc3)CC2)cc1 (stereo not drawn),-6.5%,-1.3%,7.2%,5.6%,0.868,0.11,0.998,-1.03,11.3%,35.2%,1.1%,0.2%
Cc1cc(NC(=O)Cn2nc(C(F)(F)F)c3c2CCC3)no1,6.6%,0.6%,-5.0%,-6.1%,-0.688,-0.246,-0.725,1.39,-11.4%,30.9%,-2.9%,-0.1%
Cn1cccc1C(=O)C(=O)Nc1ccccc1C(F)(F)F,-2.6%,-1.2%,4.8%,8.4%,-0.806,-0.317,-0.349,0.812,-21.8%,-9.6%,-21.2%,-0.2%
CC(C)Oc1cc(NC(=O)CS(=O)(=O)CC(=O)N(C)C)c(Cl)cc1Cl,-7.7%,-5.2%,7.4%,6.8%,-0.343,-0.243,-0.108,0.16,-33.7%,0.1%,11.1%,-0.3%
Cc1cc(N2CCN(C3CCCCC3)CC2)n2nc(C)nc2n1,37.8%,-0.7%,-0.7%,-0.9%,-0.201,-0.269,0.57,0.502,-7.9%,19.4%,15.9%,-0.2%
CS(=O)(=O)N1CCC(C(=O)NCCC2=CCCCC2)CC1,-3.0%,-1.5%,13.8%,3.0%,1.95,-0.224,0.97,-0.712,0.3%,-57.1%,17.7%,-0.1%
CN(C)c1ccc(C(CNC(=O)c2ccccc2Br)c2c[nH]c3ccccc23)cc1 (stereo not drawn),0.0%,1.8%,5.8%,-22.9%,0.233,-0.198,0.411,-0.424,0.4%,-5.9%,3.6%,0.0%
COc1ccc(OCc2cc(C(=O)N(C)C3CCOC3)no2)c(Cl)c1 (stereo not drawn),6.0%,-0.5%,.,.,.,.,.,.,-30.7%,6.2%,3.3%,0.0%
COc1cc(/C=C(\C#N)c2nc3ccccc3s2)ccc1OCC(=O)Nc1ccccc1,20.0%,-1.0%,-2.1%,1.1%,-0.119,0.255,-0.329,0.566,-1.4%,-18.5%,21.1%,-0.2%
COc1ccccc1CC(=O)N1CCN(c2cccc(C(F)(F)F)c2)CC1,6.2%,-0.6%,10.5%,9.6%,-0.137,0.234,0.162,-0.618,11.2%,-21.0%,9.6%,7.2%
O=C(c1cc(C2CC2)nc2ccc(Br)cc12)N1N=C(C(F)F)CC1(O)C(F)F (stereo not drawn),12.1%,5.3%,0.3%,-3.6%,-2.27,-0.061,-1.53,-4.41,-53.3%,-12.6%,-45.4%,0.4%
O=C(CSCC(=O)Nc1ccc2ccccc2c1)NCc1ccccc1,-6.4%,-0.1%,-10.6%,10.7%,0.297,-0.199,0.786,0.752,12.2%,24.4%,8.8%,-0.1%

# Not all compounds are listed; the hit share may differ from the screen's.
